# Screens deposited in PubChem BioAssay by several laboratories.
# PPARg SRC-3 ag: promotes SRC-3 coactivator recruitment by human PPARgamma. P37231. biochemical PPARgamma/SRC-3 coactivator recruitment assay. activation, % at 8 µM. 200,000 compounds, 0.26% hits. AID 731; in the data active means activation above about 23%;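 further: 0% = DMSO and 100% = reference agonist; some compounds past the cut are filed as inactive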
# Target sequence (P37231 whole entry, looked up): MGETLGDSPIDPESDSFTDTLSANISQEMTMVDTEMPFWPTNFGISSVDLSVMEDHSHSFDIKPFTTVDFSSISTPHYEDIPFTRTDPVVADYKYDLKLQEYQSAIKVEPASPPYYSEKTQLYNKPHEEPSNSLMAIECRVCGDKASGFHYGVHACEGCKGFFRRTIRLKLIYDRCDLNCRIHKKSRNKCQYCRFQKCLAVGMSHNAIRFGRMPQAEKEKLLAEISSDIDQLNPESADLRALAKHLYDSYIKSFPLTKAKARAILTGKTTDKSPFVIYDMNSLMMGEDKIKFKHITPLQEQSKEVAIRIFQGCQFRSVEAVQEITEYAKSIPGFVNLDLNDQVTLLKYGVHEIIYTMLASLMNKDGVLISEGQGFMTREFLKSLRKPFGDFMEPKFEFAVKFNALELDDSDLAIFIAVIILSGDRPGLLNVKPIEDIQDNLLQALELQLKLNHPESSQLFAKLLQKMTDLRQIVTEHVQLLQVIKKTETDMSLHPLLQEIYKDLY
# ROMK mod: modulators of human ROMK potassium channel | B-score at 10 µM | 130,000 compounds, 2% hits | P48048 | AID 1918 | Tet-inducible ROMK, thallium flux fluorescence; actives lie on both sides;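 active means signal ratio slope over the read window, or its plate-corrected B-score, at least 3 SD from the plate mean, either direction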;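 further: B-score of the F/F0 ratio slope over 7 to 12 s after thallium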
# Target sequence (P48048 whole entry, looked up): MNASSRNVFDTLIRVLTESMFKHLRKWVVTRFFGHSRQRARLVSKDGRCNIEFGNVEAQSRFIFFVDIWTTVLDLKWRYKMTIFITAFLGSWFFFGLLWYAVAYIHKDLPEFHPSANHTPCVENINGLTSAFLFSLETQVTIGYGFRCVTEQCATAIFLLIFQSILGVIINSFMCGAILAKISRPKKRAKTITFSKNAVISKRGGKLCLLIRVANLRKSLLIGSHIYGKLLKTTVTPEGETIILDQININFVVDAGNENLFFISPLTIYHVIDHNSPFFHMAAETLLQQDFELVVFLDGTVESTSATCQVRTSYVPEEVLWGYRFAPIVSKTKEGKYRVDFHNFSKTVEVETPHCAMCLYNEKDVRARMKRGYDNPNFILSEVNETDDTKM
# S1P3 antagonist: blocks the human S1P3 receptor. inhibition, % at 4.98 µM. AID 485. CHO S1P3 NFAT-BLA reporter, FRET fluorescence, antagonist mode. 170,000 compounds, 0.27% hits. Q99500;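 active means inhibition above the plate cutoff, the mean inhibition of test wells on that plate plus 3 SD, cut at about 28% in these data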;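 further: cells challenged with S1P at its EC80 of 0.8 µM; blue over green emission ratio from cleaved BLA substrate after 4 h stimulation; 0% = S1P-stimulated wells and 100% = unstimulated DMSO-only wells; some compounds past the cut are filed as inactive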
# HMGR II inh: blocks class II HMG-CoA reductase of Enterococcus faecalis; purified E. faecalis HMGR, NADPH absorbance 340 nm kinetic; inhibition, % at 10 µM; 190,000 compounds, 0.41% hits;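 active means inhibition above a set limit, the median over all tested compounds plus 3 SD, cut at about 9.5% in these data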;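 further: enzyme runs in reverse so mevalonate oxidation gives rising NADPH absorbance; 0% = complete reaction with DMSO and 100% = background rate lacking mevalonate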
# bIAP inh: intestinal alkaline phosphatase (bovine) inhibition; purified bovine IAP, CDP-star luminescence, 30 min; inhibition, % at 20 µM; 190,000 tested, under 10 active; AID 1019;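 active means over 50% inhibition of intestinal alkaline phosphatase at 20 µM in the single-dose screen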
#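 Assay system: bovine IAP enzyme; medium: DEA buffer 100 mM, pH 9.8, with MgCl2 1.0 mM, ZnCl2 0.02 mM; doses: 20 µM single dose; incubation: enzyme reaction for 30 min at room temperature; detection: CDP-star luminescence signal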
# RAM network inh: blocks the yeast RAM network; AID 868; inhibition, % at 50 µM; S. cerevisiae dse1pr::URA3 reporter, 5-FOA growth OD615, 2 d; analog-sensitive cbk1-as2 kinase mutant strain; 190,000 compounds, 1.8% hits;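 active means inhibition above a set limit, 3 SD over mean compound inhibition, cut at about 8.4% in these data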;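 further: 0% = DMSO-only wells with no growth and 100% = 10 µM 1-NA-PP1 full growth; inhibition rescues growth on 5-FOA so higher OD means more RAM inhibition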
# Redox H2O2 prof: compounds producing H2O2 with reducing agent – biochemical, NIH compound library profiling, artefact control for MLSCN library redox annotation, primary screen | activation, % at 10 µM | 200,000 compounds, 0.03% hits | DTT-dependent redox cycling H2O2, phenol red/HRP absorbance; 100% = 100 µM peroxide control, 0% = buffer;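 active means activation of at least 50% relative to the plate's high and low controls in the primary single-dose screen; inactive means activation below 50%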;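 further: compound incubated with DTT at 0.8 mM final as the reducing agent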
# PPARg SRC-1 ag: PPARgamma-driven SRC-1 recruitment agonism; PPARgamma-SRC-1 coactivator recruitment biochemical assay; activation, % at 8 µM; P37231; 200,000 compounds, 0.41% hits; in the data active means activation above about 19%;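 further: 0% = DMSO and 100% = reference agonist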
# TR-FRET SRC-2 ct: TR-FRET artefact, counter-screen to PPARgamma/SRC-2 agonist assay. active compounds read high. 200,000 compounds, 0.4% hits. TR-FRET ratio at 8 µM; in the data active means TR-FRET ratio above about 2000; further: inactives centre near 1500; reference of the scale not given here
# L major viab: Leishmania major promastigote growth inhibition; Leishmania major promastigotes, resazurin fluorescence viability; inhibition, % at 10 µM; 200,000 compounds, 9% hits; AID 1063; in the data active means inhibition above about 50%;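 further: promastigotes grown with compound for 44 hours at 28 °C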
# PPARg SRC-2 ag: PPARgamma-driven SRC-2 recruitment agonism; PPARgamma LBD-SRC-2 recruitment, biochemical; activation, % at 8 µM; 200,000 compounds, 0.34% hits; in the data active means activation above about 22%;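 further: 0% = vehicle and 100% = reference agonist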
# Numbers without * were called inactive; nt = no result given.
SMILES,PPARg SRC-3 ag,ROMK mod,S1P3 antagonist,HMGR II inh,bIAP inh,RAM network inh,Redox H2O2 prof,PPARg SRC-1 ag,TR-FRET SRC-2 ct,L major viab,PPARg SRC-2 ag
CCn1nc(NC(=O)c2ccncc2)c2cc3ccccc3nc21,9,-0.19,7,0,4,1.3,-0.2,8,1442,16,0
CCOc1ccc(C(=O)Nc2cccc3ncccc23)cc1Br,1,0.56,0,-3,-12,1.2,0.0,3,1371,10,3
NC(=O)C1CCN(C(c2ccccc2Cl)c2nnnn2CC2CCCO2)CC1 (stereo not drawn),0,nt,-39,-11,0,0.3,2.2,6,1442,-8,3
CCN(C(=O)c1ccc(Cl)cc1[N+](=O)[O-])c1ccccc1C,-2,0.25,-10,3,-27,3.6,-1.1,-3,1484,7,2
COC(=O)CSc1nc(SCc2ccccc2Cl)nc2c1CCCC2,8,nt,nt,-2,21,2.7,0.7,-9,1644,-2,4
COc1ccc(CSc2nc(C)cc(=O)[nH]2)cc1Br,-7,nt,-6,-2,12,1.2,2.8,-1,1535,-6,-4
CCn1cc(C(=O)NCc2ccccc2Cl)cn1,3,0.00069,6,-4,-5,2.1,-0.7,-1,1534,-3,9
COc1ccc(OC(C)C(=O)N2CCCc3ccccc32)cc1 (stereo not drawn),0,-0.62,1,-1,-3,0.6,0.4,-2,1465,14,-9
O=C(c1cc(F)ccc1F)C1CCCN(C(=O)c2cccs2)C1 (stereo not drawn),2,0.1,-11,-1,10,-0.5,-1.1,4,1686,9,2
CC(OC(=O)COc1ccccc1[N+](=O)[O-])C(=O)Nc1ccc(N2CCOCC2)cc1 (stereo not drawn),4,0.13,-10,-5,12,-0.1,-1.0,12,1605,-2,0
c1n[nH]c(NC2=NCCC2)n1,-4,-0.13,-3,-1,-18,1.4,0.7,7,1471,-5,-9
Cc1ccc(CSc2nc3ccccc3c(=O)n2Cc2ccco2)cc1,6,nt,nt,-2,13,14*,0.1,1,1594,62*,14
CN(C)C(CNC(=S)Nc1ccccc1)c1cccnc1 (stereo not drawn),-4,nt,-10,-2,16,-0.2,0.7,2,1530,-3,-3
CC(C)CNC(=O)CO/N=C/c1ccccc1Cl,-3,-1,-11,-7,2,3.3,0.0,-2,1639,16,-2
C=CCSc1nc(=O)n2ccc(C)cc2n1,-3,0.11,-9,-3,2,1.5,-0.3,-1,1525,-3,1
Cc1ccc(OCCOc2ccc(Br)cc2)c([N+](=O)[O-])n1,-3,-0.53,-5,0,5,5.7,-0.1,6,1495,-3,3
Cc1ccc(CN(c2ccc(C(=O)NCc3cccnc3)cc2)S(C)(=O)=O)cc1,1,nt,nt,0,5,1.6,0.0,-2,1668,-1,6
O=C1CC(c2ccccc2Cl)Cc2c1cnn2-c1nc2ccccc2s1 (stereo not drawn),2,0.27,4,-9,4,2.6,0.5,8,1638,21,4
CC(C)(C)NC(=O)C(c1ccccc1)N(Cc1cccs1)C(=O)c1csnn1 (stereo not drawn),-6,0.94,nt,-4,-6,-0.8,0.7,1,1350,16,-7
COc1ccc(C(=O)CSc2nc3ccc([N+](=O)[O-])cc3[nH]2)cc1,5,0.72,2,-3,6,1.0,0.2,-1,1508,20,2
COc1cccc(NC(=O)N2CCN(c3nnnn3-c3ccccc3)CC2)c1,1,-0.39,0,-2,-4,-0.8,0.0,3,1579,17,-1
COC(=O)c1cc(NC(=O)CC2NCCNC2=O)cc(C(=O)OC)c1 (stereo not drawn),4,-0.83,-27,1,-1,0.5,2.2,0,1502,1,11
Cc1cc(Nc2nc3ccccc3nc2Cl)n(-c2ccccc2C)n1,7,nt,nt,-4,10,-0.8,-3.7,4,1654,31,2
Cc1ccc(N2CCN(CCc3nc4cc(NS(C)(=O)=O)ccc4n3C)CC2)cc1,4,nt,-5,-3,-4,1.3,-0.5,4,1754,-1,6
COc1ccc(-c2cc(CNS(=O)(=O)c3ccc(F)cc3)on2)cc1,4,-0.037,-3,3,9,0.1,-2.0,-2,1416,4,7

# Looked up above:
# Cc1ccc(CN(c2ccc(C(=O)NCc3cccnc3)cc2)S(C)(=O)=O)cc1 in bIAP inh = 5
# CC(OC(=O)COc1ccccc1[N+](=O)[O-])C(=O)Nc1ccc(N2CCOCC2)cc1 (stereo not drawn) in TR-FRET SRC-2 ct = 1605

# Other structures
SMILES,PPARg SRC-3 ag,ROMK mod,S1P3 antagonist,HMGR II inh,bIAP inh,RAM network inh,Redox H2O2 prof,PPARg SRC-1 ag,TR-FRET SRC-2 ct,L major viab,PPARg SRC-2 ag
Cn1c(=O)c2c(nc(N3CCCCC3)n2CCCNC2=NCCCC2)n(C)c1=O,2,0.21,10,4,-5,1.4,-1.4,6,1606,-9,0
CCCCCc1nnc(NS(C)(=O)=O)s1,6,0.0012,4,-2,20,-0.7,0.3,1,1486,21,-1
Cc1cc(C2(c3cc(C)c(NC(=O)CN4CCOCC4)c(C)c3)CCCCC2)cc(C)c1NC(=O)CN1CCOCC1,-6,0.47,nt,-4,-2,0.7,0.1,-7,1587,-5,3
COc1cccc(/C=C(/C#N)c2ccc(Cl)cc2)c1OCc1cccc(C(=O)O)c1,6,2.4*,-12,2,-2,2.7,0.4,4,1471,3,8
Cc1ccc(COc2ccc(Br)cc2/C=N/O)cc1,7,-0.64,nt,-4,11,4.0,2.4,4,1536,7,3
COc1ccc(C(=O)/C=C/C(=O)N(Cc2ccc(F)cc2)C(C(=O)NC2CCCCC2)c2ccncc2)c(O)c1 (stereo not drawn),-1,-2.2,9,-7,-3,0.1,-0.6,3,1581,71*,5
Cc1c(C(=O)Nc2nc3ccccc3[nH]2)cccc1[N+](=O)[O-],6,0.33,-4,2,13,7.2,0.1,8,1502,5,0
COCCNC(=O)/C(C#N)=C/c1ccc(OCc2ccc(F)cc2)cc1,1,-0.8,-5,-8,4,4.2,-0.6,-5,1705,16,7
CCOc1ccc(C2C=C(c3ccc(C)cc3)Nc3nnnn32)cc1 (stereo not drawn),-1,-0.02,15,-1,5,5.4,-0.1,-1,1578,20,1
CN(NC(=O)C1CC(=O)N(c2ccccc2)C1)C1=NS(=O)(=O)c2ccccc21 (stereo not drawn),2,-0.0093,-9,-3,-5,1.9,-1.5,-6,1521,0,2
CCOC(=O)c1c(-c2ccccc2)cn2ccccc12,2,nt,nt,-4,5,1.1,-5.0,-5,1577,7,8
COCCCNC(=O)CN1C(=O)/C(=C\c2ccc(C)cc2)Sc2ccccc21,9,0,-7,-4,3,5.8,-0.1,6,1701,43,-2
Cc1ccc(NC(=O)CSCC(=O)Nc2ncc3c(n2)CC(c2ccco2)CC3=O)cc1 (stereo not drawn),9,nt,-22,-2,10,1.2,2.6,11,1519,-7,4
CCOC(=O)N1CCN(c2ncnc3c2oc2nc(C(C)C)c4c(c23)CCC4)CC1,-3,nt,6,-5,-11,2.2,-0.3,1,1553,-8,12
COc1ccc2nc(SCC(=O)NCC(F)(F)F)[nH]c2c1,0,-0.12,5,1,0,0.4,0.0,9,1574,-7,10
CCOc1ccc(N2C(=O)CC(N(CCc3ccc(OC)cc3)C(=O)/C=C/C(=O)O)C2=O)cc1 (stereo not drawn),-4,0.7,-14,0,-17,-0.1,-0.5,-4,1350,6,-6
NC(=O)c1ccsc1NC(=O)COC(=O)Cc1ccsc1,-10,-0.4,0,-4,8,2.3,3.2,-1,1482,-6,-4
c1ccc(Nc2ccccc2Nc2ccccn2)nc1,2,-0.16,-3,-1,5,3.9,2.2,9,1591,26,-2
C/C(=N\NC(=S)NC1CCCCC1)c1ccc(O)cc1,-3,0.15,-10,-2,-2,3.3,-0.8,-2,1322,24,0
CCCCCOc1ccc(NC(=O)CSc2cccc3cccnc23)cc1,-4,nt,9,-4,-36,6.7,0.6,-6,1543,-1,4
Cc1noc(NS(=O)(=O)c2ccc(N/C=C\C(=O)c3cccs3)cc2)c1C,6,0.77,-8,-9,4,12*,-0.5,6,1554,-6,8
Cc1ccc2c(CC(=O)NC3CCCc4ccccc43)coc2c1 (stereo not drawn),1,nt,10,-3,12,4.3,0.3,6,1714,2,-2
CC(C)CN(C(=O)COC(=O)c1cc2c(s1)CCC2)C1CCS(=O)(=O)C1 (stereo not drawn),6,nt,-58,0,-4,0.8,-0.7,-3,1420,7,-5
Cc1ccc2nc(CSc3nnc(Nc4ccccc4F)s3)cc(=O)n2c1,2,0.0065,-6,-3,14,4.5,-0.1,-1,1488,1,7
COC(=O)CN1C(=O)C2(OCCCO2)c2cc(Br)ccc21,-3,0.18,15,-4,3,0.3,1.5,5,1629,-4,0

# Additional compounds follow:
SMILES,PPARg SRC-3 ag,ROMK mod,S1P3 antagonist,HMGR II inh,bIAP inh,RAM network inh,Redox H2O2 prof,PPARg SRC-1 ag,TR-FRET SRC-2 ct,L major viab,PPARg SRC-2 ag
COc1ccc(S(=O)(=O)n2ccc(-c3ccc(OCCN(C)c4ccccn4)cc3)n2)cc1,-7,nt,nt,-4,-1,0.5,3.9,0,1526,21,3
CCCn1nnnc1NCc1c(Cl)cccc1Cl,1,-0.78,-9,-4,-11,1.9,0.4,2,1524,7,-5
O=C(Cc1ccc(-n2c(=S)[nH]c3ccccc3c2=O)cc1)N1CCC(N2CCCCC2)CC1,-1,0.63,nt,-3,-6,-0.1,0.3,0,1490,-1,-8
CN(c1cccc(NC(=O)COc2ccccc2)c1)S(C)(=O)=O,-1,0.18,-18,-8,4,1.1,0.8,1,1407,-3,16
COCCCNC(=O)c1cccn2c(=O)c3cc4ccccc4cc3nc12,2,nt,nt,-4,-1,2.7,-3.7,8,1550,90*,-1
C=CCSc1nc2sc(C)c(C)c2c(=O)n1CC=C,3,-0.015,nt,-3,0,-0.5,1.1,4,1605,0,3
COc1ccc(CNC(=O)NCc2ccc(OC)c(OC)c2)cc1OC,5,nt,-17,-11,-2,3.6,1.0,9,1717,4,5
COc1ccc2oc(C)c(C(=O)NN)c2c1,-2,0.032,nt,-1,18,0.4,-0.5,11,1674,-3,14
COC(=O)C1=C(C)NC(=S)N(C(C)=O)C1c1ccc(OC)c(OC)c1 (stereo not drawn),0,-1,2,0,4,1.4,-0.4,3,1579,-8,-4
COc1ccc(CNC(=O)c2cccc(S(=O)(=O)N3CCN(C)CC3)c2)cc1,-7,0.031,1,1,5,0.9,-0.1,1,1640,-6,-5
CCc1cccc(CC)c1NC(=O)COC(=O)C1(c2ccc(Cl)cc2)CCCC1,3,nt,-1,-1,7,3.6,0.8,-7,1452,3,3
Cc1nn(-c2nnc(C)c(=O)[nH]2)c(C)c1SCC(=O)Nc1ccc(C(C)C)cc1,-3,nt,-8,-4,3,5.2,2.8,-1,1540,5,0
COc1ccc(-n2c(Cc3cccn3C)nnc2SCC(=O)Nc2ccc(C(C)=O)cc2)cc1,-5,nt,-9,-5,-20,3.8,-1.3,3,1702,0,3
COc1cc(/C=N/Nc2nc3c(c(=O)n(C)c(=O)n3C)n2Cc2ccccc2)ccc1OC(=O)c1ccco1,0,nt,-5,-5,12,6.3,1.1,-5,1492,28,-2
